# V1R ag counter: agonists of human V1a receptor, primary screen, counter-screen for OXTR agonist project, fluorescence, CHO-V1R cells; 0.25% of 320,000 active; Fluo-8 calcium fluorescence, agonist mode; 0% DMSO, 100% 3 nM vasopressin; activation, % at 3 µM; AID 2797, 2010; Vasopressin V1a receptor (Homo sapiens), P37288;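 active = activation above the mean activation of all tested compounds plus 3 SD, per screening run, cut at about 20% in these data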;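 also: signal is peak over basal fluorescence ratio across a 100 second FLIPR read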
# GalR3 antag: GalR3 antagonists in HEK293 cells, primary screen, cell-based, fluorescence readout; Galanin receptor type 3 (Homo sapiens), O60755; HEK293 GalR3-CNG cAMP membrane potential fluorescence; galR3 body fused to GalR1 C-terminus; inhibition, % at 3 µM; 0.44% of 360,000 active;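 active = inhibition above the screen-wide average plus 3 SD, cut at about 13% in these data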;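 also: forskolin and galanin both at EC90 stimulate the cells; cAMP rise reported by CNG channel membrane potential dye signal; 0% = forskolin plus galanin with DMSO and 100% = forskolin alone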
# Target sequence (O60755 1-299 limits assumed): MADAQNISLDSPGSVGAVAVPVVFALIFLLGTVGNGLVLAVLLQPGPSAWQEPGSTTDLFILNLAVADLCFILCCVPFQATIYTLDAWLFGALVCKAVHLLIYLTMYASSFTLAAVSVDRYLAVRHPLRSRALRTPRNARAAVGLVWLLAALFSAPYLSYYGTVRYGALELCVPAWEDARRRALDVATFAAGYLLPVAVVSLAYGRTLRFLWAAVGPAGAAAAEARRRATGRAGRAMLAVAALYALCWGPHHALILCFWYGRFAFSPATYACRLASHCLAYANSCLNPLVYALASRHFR
# OXTR agonist: human OXTR agonists, primary screen, fluorescence, CHO-OTR cells, Fluo-8 calcium | 0.32% of 320,000 active | activation, % at 3 µM | Fluo-8 calcium fluorescence; normalized: DMSO 0%, oxytocin 100%;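 active = activation above the mean of all tested compounds plus 3 SD, cutoff set per screening run, cut at about 20% in these data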;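 also: peak over basal fluorescence ratio from a 100 s FLIPR kinetic read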
# Target sequence (P30559 whole entry, looked up): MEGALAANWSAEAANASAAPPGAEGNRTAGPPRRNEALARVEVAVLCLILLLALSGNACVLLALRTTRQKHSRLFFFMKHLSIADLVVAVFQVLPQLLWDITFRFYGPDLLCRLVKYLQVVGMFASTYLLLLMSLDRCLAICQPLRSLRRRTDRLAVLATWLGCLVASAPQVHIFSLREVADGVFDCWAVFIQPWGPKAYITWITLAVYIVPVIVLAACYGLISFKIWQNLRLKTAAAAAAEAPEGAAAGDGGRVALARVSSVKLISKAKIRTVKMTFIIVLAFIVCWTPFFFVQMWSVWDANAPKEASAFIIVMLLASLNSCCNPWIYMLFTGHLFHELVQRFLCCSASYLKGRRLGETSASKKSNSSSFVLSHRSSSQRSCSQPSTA
# Active calls of the source: *.
# Second line of a record: V1R ag counter, GalR3 antag, OXTR agonist
> COc1cccc(C(=O)NCCS(=O)(=O)N(C)Cc2ccccc2)c1
    0.4, -5, 0.8
> O=C(Cn1cc(C(F)(F)F)ccc1=O)OCC(=O)c1ccc[nH]1
    1.1, -5, 0.6
> CCN(C(=O)c1cccc(Br)c1)C1CCS(=O)(=O)C1 (stereo not drawn)
    1.1, -2, 1.0
> Cc1ccc(C)c(COC(=O)CCN=C2NS(=O)(=O)c3ccccc32)c1
    3.9, -5, 3.1
> Cc1onc(-c2c(F)cccc2Cl)c1C(=O)Nc1ccc(S(=O)(=O)N2CCOCC2)cc1
    2.1, -4, 5.2
> COc1ccc(C(C)(C)C)cc1NC(=O)C1=CC=CN2CCS(=O)(=O)N=C12
    2.0, -5, 5.1
> COc1ccc(CNC(=O)COC(=O)c2ccc(S(=O)(=O)NCc3ccco3)cc2)cc1
    0.7, 6, 1.4
> COc1ccc(C(=O)COC(=O)c2c(-c3ccccc3)noc2C)c(OC)c1
    0.5, -3, -0.2
> CN1CCN(S(=O)(=O)c2ccc(SCCOc3ccc(Cl)cc3)nc2)CC1
    7.8, 1, 4.1
> Cc1ccc(S(=O)(=O)N2[C@@H](c3ccc(Cl)c(Cl)c3)C(C(=O)O)=C[C@H]2CC2CCCC2)cc1
    4.8, 3, 0.5
> Cc1ccc(NC(=O)CN2C(=O)NC3(CCCCCCC3)C2=O)cc1C
    1.3, -1, -0.4
> O=C(NCC1CCCO1)C(=O)N/N=C/c1ccc(OCc2ccccc2Cl)cc1 (stereo not drawn)
    0.1, 2, 0.2
> COc1ccc(NC(=O)CN(C)CC(=O)NC2CCC(C)CC2)cc1 (stereo not drawn)
    0.6, -8, -0.4
> Cc1ccc(CNC(=O)COC(=O)c2ccc(Br)o2)cc1
    -1.3, -1, -0.9
> COc1ccc(CNC(=O)CN2CCN(S(=O)(=O)c3ccccc3)CC2)cc1
    2.4, -2, 1.8
> CC(=O)c1ccc(OCC(=O)N(CCC2=CCCCC2)c2c(N)n(Cc3ccccc3)c(=O)[nH]c2=O)cc1
    -0.9, -2, -0.1
> COc1ccc(-n2nc(C(=O)NCC(=O)N3CCN(c4ccccn4)CC3)c3ccccc3c2=O)c(OC)c1
    -0.6, 0, -0.3
> Cc1noc(C)c1C(=O)OC(C)C(=O)N(C)c1ccccc1 (stereo not drawn)
    -0.1, -2, -0.3
> O=C(COC(=O)c1ccc[nH]c1=O)NC1CC1
    0.4, -4, 3.2
> Cc1ccc(CN2CC(C(=O)N3CCN(S(=O)(=O)c4cccc(F)c4)CC3)CC2=O)cc1 (stereo not drawn)
    0.2, -6, -0.5
> C[C@H](CO)N1C[C@H](C)[C@@H](CN(C)C(=O)NC2CCCCC2)Oc2c(NS(=O)(=O)c3cn(C)cn3)cccc2C1=O
    1.2, 4, 2.5
> COc1ccc(CNC(=O)c2cc(C3CC3)nc3c2cnn3C(C)C)cc1
    0.7, -2, -2.2
> CCNc1ccc(C(=O)OCC(=O)Nc2cc(C)on2)cc1[N+](=O)[O-]
    -0.8, -1, -0.8
> O=C(Nc1ccccc1OC(F)F)c1ccc(-n2cncn2)c([N+](=O)[O-])c1
    0.1, -2, 0.9
> CC1Cc2ccccc2N1Cc1cc(=O)c(OCC(=O)Nc2ccccc2)co1 (stereo not drawn)
    1.8, -5, -0.9
> CCOc1ccc(NC(=O)CN2C(=O)NC3(CCCC3)C2=O)cc1S(=O)(=O)N1CCCCC1
    0.0, -3, 0.2
> O=C(COC(=O)/C=C/c1ccccc1)NC1CCS(=O)(=O)C1 (stereo not drawn)
    0.0, -7, 1.1
> COCCN(CC(=O)Nc1cccc(C)c1C)C(=O)c1ccc2ccccc2n1
    0.1, -6, -0.2
> O=C(CN1C(=O)NC(Cc2ccccc2)C1=O)Nc1ccccc1F (stereo not drawn)
    3.8, -5, 2.7
> Cc1cc(C)c(C)c(S(=O)(=O)N2CCN(c3ncnc4ccccc34)CC2)c1C
    4.3, -3, 2.7

# Retrieved by compound from the list above, five records:
# Second line of a record: V1R ag counter, GalR3 antag, OXTR agonist
> COc1ccc(C(C)(C)C)cc1NC(=O)C1=CC=CN2CCS(=O)(=O)N=C12
    2.0, -5, 5.1
> Cc1ccc(C)c(COC(=O)CCN=C2NS(=O)(=O)c3ccccc32)c1
    3.9, -5, 3.1
> COc1cccc(C(=O)NCCS(=O)(=O)N(C)Cc2ccccc2)c1
    0.4, -5, 0.8
> O=C(COC(=O)/C=C/c1ccccc1)NC1CCS(=O)(=O)C1 (stereo not drawn)
    0.0, -7, 1.1
> CCOc1ccc(NC(=O)CN2C(=O)NC3(CCCC3)C2=O)cc1S(=O)(=O)N1CCCCC1
    0.0, -3, 0.2

# Arranged by heavy-atom count (highest first): 3 of the compounds above.
# Second line of a record: V1R ag counter, GalR3 antag, OXTR agonist
> CC(=O)c1ccc(OCC(=O)N(CCC2=CCCCC2)c2c(N)n(Cc3ccccc3)c(=O)[nH]c2=O)cc1
    -0.9, -2, -0.1
> CCNc1ccc(C(=O)OCC(=O)Nc2cc(C)on2)cc1[N+](=O)[O-]
    -0.8, -1, -0.8
> Cc1noc(C)c1C(=O)OC(C)C(=O)N(C)c1ccccc1 (stereo not drawn)
    -0.1, -2, -0.3

# New compounds follow:
# Second line of a record: V1R ag counter, GalR3 antag, OXTR agonist
> Cc1nn(C)c(C)c1NS(=O)(=O)c1ccc(OC(F)(F)F)cc1
    5.2, -6, 3.1
> O=C(COC(=O)C1CC1)Nc1ncc(Cl)cc1Cl
    0.0, 3, 0.0
> CCc1ccc(NC(=O)CN(C(=O)N2CCN(CC)CC2)S(=O)(=O)c2ccc(C)cc2)cc1
    1.2, -3, -0.2
> O=C(O)CCn1cc(-c2ccc(Cl)cc2)nc1-c1ccc(Cl)nc1
    0.7, -3, -0.3
> Cc1nc2ccccn2c(=O)c1NC(=O)c1cccs1
    0.0, -4, 0.5
> Cc1ccc(NC(=O)C2CCCC2)cc1Cl
    -1.1, -4, -3.8
> Cc1ccc(S(=O)(=O)N2CCN(C(=O)COc3ccc(Br)cc3)CC2)cc1
    0.5, -2, 0.0
> CC12CCC(=O)N1C(C(=O)Nc1ccc(S(=O)(=O)N3CCCCC3)cc1)CS2 (stereo not drawn)
    0.9, -5, 1.3
> CN(CC(=O)Nc1ccccc1Br)C(=O)c1cccn1C
    1.0, -4, -0.5
> COc1ccccc1C(=O)NCCC(=O)NC1CCCC(C)C1C (stereo not drawn)
    -0.2, -5, -1.2
> CC(=O)N/C(=C\c1ccccc1)C(=O)OCC(=O)Nc1ccc(C)c(S(=O)(=O)N(C)C)c1
    1.2, -7, 1.8
> O=C(CNC(=O)c1ccc(Br)o1)NNC(=O)c1ccccc1O
    -0.2, -1, 0.0
> CC1CCCC(C)N1C(=O)COC(=O)c1c[nH]c2ccccc12 (stereo not drawn)
    1.7, -4, 1.8
> CCOC(=O)c1c(C)[nH]c(C)c1C(=O)COC(=O)C1CC(=O)N(CCc2ccccc2)C1 (stereo not drawn)
    -0.7, -4, -1.4
> CN(C)CCN1C(=O)c2ccccc2C1=O
    0.5, 2, 0.8
> O=C(COC(=O)/C=C/c1cccc(Br)c1)NCc1cccs1
    3.6, -1, 3.3
> COc1ccccc1C(=O)NCCC(=O)NCC1CCCCC1
    -0.4, 0, -1.6
> COc1ccccc1C(=O)NC(=O)COC(=O)c1ccc(Cl)cc1[N+](=O)[O-]
    0.2, -4, -0.7
> CN(CC(=O)N1CCN(Cc2ccccc2)CC1)C(=O)Cc1cccc2ccccc12
    0.5, -5, -0.1
> CCn1c(C)cs/c1=N\S(=O)(=O)c1ccccc1
    1.1, -7, 0.0
> COc1ccc(NS(=O)(=O)c2cc(NC(=O)c3ccc(=O)[nH]n3)ccc2C)cc1
    -0.5, -6, 2.0
> CC1(C)C[C@H]2C3=CCC4[C@@]5(C)CC[C@H](O)[C@](C)(CO)C5CC[C@@]4(C)[C@]3(C)C[C@@H](O)[C@@]2(CO)[C@@H](O)[C@@H]1O (stereo partly drawn)
    1.2, -7, 1.4
> C[C@H](CO)N1C[C@H](C)[C@@H](CN(C)C(=O)Nc2ccccc2)Oc2ccc(NC(=O)NC3CCCCC3)cc2C1=O
    2.3, 0, 0.9
> C=CC[C@@H](CC(=O)N[C@@H](CO)Cc1ccccc1)C(=O)N[C@H](COC(=O)[C@@H](CC=C)Cc1ccc(F)cc1)Cc1c[nH]c2ccccc12
    0.8, -5, 0.5
> COc1ccc(OCC(=O)NCC(c2cccs2)N2CCOCC2)cc1 (stereo not drawn)
    -1.2, -4, -0.5
> CCCCn1nc(C(=O)Nc2c(C)n(C)n(-c3ccccc3)c2=O)c2ccccc2c1=O
    -0.9, 1, -2.1
> COc1ccccc1NS(=O)(=O)c1cccc(C(=O)OCC(=O)NC2CC2)c1
    1.2, -1, 1.6
> C=CCN1C(=O)c2ccc(C(=O)NCC(=O)Nc3c(C)cc(C)cc3C)cc2C1=O
    2.0, 1, -0.9
> CCCN(C(=O)CCOc1ccc(C(C)(C)C)cc1)c1c(N)n(Cc2ccccc2)c(=O)[nH]c1=O
    -0.8, -2, -0.6
> COc1ccc(/C=C/C(=O)OC(C)C(=O)c2ccccc2)cc1OC (stereo not drawn)
    0.5, -3, 0.9
> COc1ccc(NC(=O)CN(C)C(=O)CCCc2nc3ccccc3c(=O)[nH]2)cc1
    0.8, 7, -0.1
> O=C(NN1C(=O)NC2(CCCCC2)C1=O)c1cccs1
    1.8, -7, 2.2
> COc1ccccc1NC(=O)Nc1nc(CC(=O)N2CCN(c3ccccc3OC)CC2)cs1
    3.5, -4, 0.5
> O=C(O)Cc1ccc2ccc3ccccc3c2c1
    5.5, -1, 4.2
> COc1ccccc1C(=O)NC(=O)COC(=O)Cc1n[nH]c(=O)c2ccccc12
    1.9, -4, 0.9
> C[C@H](CO)N1C[C@H](C)[C@@H](CN(C)C(=O)Nc2ccc(C(F)(F)F)cc2)Oc2ccc(NC(=O)Cc3ccccc3)cc2C1=O
    1.0, 1, 1.2
> Cc1cccc(OCC(=O)OCC(=O)N(CC(C)C)c2c(N)n(Cc3ccccc3)c(=O)[nH]c2=O)c1C
    1.2, 0, -0.6
> N#Cc1ccccc1OCC(=O)OCC(=O)Nc1ccc2c(c1)OCO2
    0.0, -2, -0.3
> C=CC[C@H](CC(=O)N(CCO)Cc1ccccc1)C(=O)N[C@H](COC(=O)[C@@H](CC=C)CC(=O)OC(C)(C)C)c1ccccc1
    0.2, -5, -0.5
> Cc1sc(NC(=O)C2=COCCO2)nc1-c1ccc(F)cc1
    -1.6, -4, -2.6
> C[C@@]12C(=O)Nc3ccc(F)cc3C(=O)N1[C@H]1c3cc(Br)ccc3OC[C@@H]1[C@@H]2c1ccccc1
    0.7, -5, 0.8
> NC(=O)c1ccc(NC(=O)COC(=O)c2ccc3c(c2)OCO3)cc1
    0.8, -4, 0.4
> CN(Cc1cccs1)C(=O)C1CC(=O)N(Cc2ccccc2)C1 (stereo not drawn)
    0.9, -5, -0.1
> C#CCOCCOCCOCCNc1nc(N2CCN(C(=O)C([C@@H](C)O)n3cc([C@@H](N)CCCCN)nn3)CC2)nc(N2CCN(C(=O)[C@H](CC(N)=O)n3cc([C@@H](N)C(C)C)nn3)CC2)n1 (stereo partly drawn)
    0.9, -6, 0.6
> COc1ccc(C(=O)N/N=C/c2ccc(N(C)c3ccccc3)cc2)cc1
    -0.4, -4, -0.6
> COc1ccccc1N(C)S(=O)(=O)c1ccc(C)c(C(=O)NC(C)c2ccccn2)c1 (stereo not drawn)
    -0.5, -7, -1.7
> COc1ccc(S(=O)(=O)N2CCOCC2)cc1NC(=O)CNC(=O)c1cccs1
    1.1, -5, 0.9
> O=C(Cc1ccc(Cl)cc1)NCCS(=O)(=O)N1CCN(c2ccccc2F)CC1
    3.3, -3, 1.4
> NC(=O)C1CCN(C(=O)c2cc(-c3ccc(Cl)cc3)nc3ccccc23)CC1
    0.9, -4, 0.4
> O=C(CN1C(=O)c2ccccc2S1(=O)=O)Nc1cccc(S(=O)(=O)N2CCOCC2)c1
    1.6, -4, 3.6
> Cc1cc(C)n2nc(SCC(=O)Nc3ccc(S(=O)(=O)N(C)C)cc3)nc2n1
    2.5, -5, 2.6
> CC(=O)NC(c1ccco1)c1cc(Cl)c2ccccc2c1O (stereo not drawn)
    0.0, -4, -0.7
> CC1Cc2ccccc2N1C(=O)CN1CCN(S(=O)(=O)c2cccs2)CC1 (stereo not drawn)
    3.4, -6, 2.7
> CN(C(=O)CSc1nc2ccccc2[nH]1)C1CCS(=O)(=O)C1 (stereo not drawn)
    0.2, -2, -0.2
> CC(OC(=O)Cn1cnc2c1c(=O)n(C)c(=O)n2C)C(=O)NCc1ccccc1 (stereo not drawn)
    0.3, -2, 1.0
> Cn1ccnc1SCC(=O)Nc1cccc(C#N)c1
    0.2, -3, 1.9
> CN(Cc1ccc(C(C)(C)C)cc1)C(=O)C1CCN(C(=O)Nc2ccccc2)CC1
    5.0, -6, 0.3
> COc1ccccc1NC(=O)c1ccc(NC(=O)COC(=O)c2cncc(Br)c2)cc1
    1.4, -2, 2.2
> C[C@H]1CN([C@@H](C)CO)C(=O)c2cccc(NC(=O)C3CC3)c2O[C@H]1CN(C)Cc1ccc(-c2ccccc2)cc1
    0.9, -2, -0.6
> N#CCCN(C(=O)COC(=O)C1CCN(c2ccc(C(F)(F)F)cn2)CC1)c1ccc(F)cc1
    1.7, -7, -0.3

# These rows are one share of the data (hit frequency here may not be typical).
